Assay outcomes as filed in PubChem BioAssay.
Rad51 HR inh – human RAD51 strand exchange inhibitors, primary screen, biochemical, fluorescence; 200,000 tested, 0.085% active; AID 1385, 2008; DNA repair protein RAD51 homolog 1 (Homo sapiens), Q06609; inhibition, % at 10 µM; hRad51 DNA strand exchange, fluorescence dequenching;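 active = inhibition above 40% at the single screening dose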;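 also: 0% = DMSO control wells and 100% = blanks with heterologous ssDNA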
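Assay system: Human Rad51 nucleoprotein filaments preassembled on unlabelled ssDNA | Reagent: Donor/quencher-labelled 47-bp dsDNA substrate | Doses: One concentration, 10 µM final | Times: 37 °C 15-min filament assembly, 30-min compound preincubation, 15-min exchange | Technique: Fluorescein emission 520 nm, excitation 485 nm | Benchmarks: Plate control and blank wells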
Mdm2 ligase inh – MDM2-luciferase reporter signal enhancers, primary screen, MDM2 E3 ligase inhibitor project, cell-based, luminescence, 1536-well; 210,000 tested, 0.11% active; signal enhancement, % at 5 µM; AID 1230, 2008; cell-based MDM2 ubiquitination luciferase reporter, 2 h; 0 = plate control, 100 = twice control, blank-subtracted; E3 ubiquitin-protein ligase Mdm2 (Homo sapiens), Q00987;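 active = signal enhancement of 30% or more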;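 also: luminescence tracks abundance of the self-degrading MDM2-luciferase fusion protein; higher signal means inhibition of MDM2 E3 ligase activity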
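Assay system: stable mammalian line carrying autodegrading MDM2–luciferase fusion reporter; Input: 2000 cells in each well; Compound dosing: single-point 5 µM; Schedule: 2 h compound exposure at 37 °C; Signal: SteadyLite luciferase luminescence after 15 min room-temperature reagent incubation; Evaluation: % luminescence enhancement versus blank-corrected plate control mean; Benchmarks: plate controls and plate blanks.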
L929 necroptosis – inhibitors of zVAD-triggered necroptosis, primary screen, L929 cells; L929 zVAD necroptosis rescue, ATP luminescence, 24 h; with zVAD 60 µM; viability rescue, % at 10 µM; 220,000 tested, 0.38% active; AID 1377, 2008;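 active = activation, scaled between plate controls, above about 75%, limit read from the data; inactive = activation under that limit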;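 also: 0% = zVAD with DMSO and 100% = DMSO alone without zVAD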
TNF necrop inh – inhibitors of TNF-alpha triggered necroptosis, primary screen, cell-based, Jurkat FADD-/-, single concentration; Jurkat FADD-/- TNF necroptosis rescue, ATP luminescence, 24 h; 0 = TNF only, 100 = no-TNF cells; activation (protection from cell death), % at 10 µM; 220,000 tested, 0.068% active; AID 463075, 2010;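 active = activation, meaning protection from cell death, of at least 50% relative to plate controls; inactive = activation below 50%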;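 also: necroptosis triggered by 40 ng/mL TNF-alpha added together with compound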
eIF4E 4G PPI – eIF4E–eIF4G protein interaction inhibitors, primary screen, biochemical, uHTS, TR-FRET, eIF4GI fragment; TR-FRET eIF4E-eIF4GI(517-606) binding, 2 h; inhibition, % at 21.7 µM; 220,000 tested, 0.37% active;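 active = inhibition above about 30%, limit read from the data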;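 also: 0% = full FRET control wells and 100% = background wells lacking eIF4GI fragment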
EBV gp42 inh – Epstein-Barr virus gp42 inhibitors, primary screen, biochemical, uHTS, fluorescence polarization; Glycoprotein 42 (Epstein-Barr virus (strain AG876)), Q1HVG2; Fluorescence polarization binding assay, mP read-out; inhibition, % (tested at 21.74 µM); 220,000 tested, 0.42% active; AID 1085, 2008; in the data active = inhibition above about 50%
Cl transport mod – KCC2 cotransporter modulators, thallium flux, primary screen, cell-based, HEK293 KCC2, FluoZin-2 fluorescence, MLSMR. B-score of Tl+ flux slope (higher = more flux/activation; lower = inhibition) at 10 µM. KCC2 cells, thallium flux FluoZin-2 fluorescence. 190,000 tested, 2.2% active. AID 1456, 2008. Solute carrier family 12 member 5 (Homo sapiens), Q9H2X9;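 active = thallium flux slope and its plate-corrected score both differing from the plate sample mean at a set confidence after two filtering rounds, in either direction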;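 also: slope of fluorescence scaled to starting intensity during 10 to 20 s after thallium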
m-calpain inh – inhibitors of pig calpain II, primary screen, biochemical, fluorogenic peptide substrate, 1536-well; inhibition, % at 16 µM; 220,000 tested, 0.37% active; purified calpain II, 30 min;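 active = inhibition above about 50%, limit read from the data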
PERK inhibitor – block of dimerizer-induced PERK translation repression, primary screen, PERK inhibitor project, CHO PERK-DD cells, SEAP luminescence, HTS. CHO PERK-DD fusion, SEAP luminescence translation reporter. inhibition, % at 5.6 µM. 220,000 tested, 0.17% active. Eukaryotic translation initiation factor 2-alpha kinase 3 (Homo sapiens), Q9NZJ5;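 active = inhibition above the mean inhibition of all tested compounds plus 3 SD, set separately per screening campaign, cut at about 2.9% in these data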;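 also: PERK kinase domain activated by AP20187 dimerizer at 100 nM; 0% = DMSO with dimerizer and 100% = rapamycin at 8.4 µM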
Target sequence (Q9NZJ5 whole entry, looked up, the tested form may be a part): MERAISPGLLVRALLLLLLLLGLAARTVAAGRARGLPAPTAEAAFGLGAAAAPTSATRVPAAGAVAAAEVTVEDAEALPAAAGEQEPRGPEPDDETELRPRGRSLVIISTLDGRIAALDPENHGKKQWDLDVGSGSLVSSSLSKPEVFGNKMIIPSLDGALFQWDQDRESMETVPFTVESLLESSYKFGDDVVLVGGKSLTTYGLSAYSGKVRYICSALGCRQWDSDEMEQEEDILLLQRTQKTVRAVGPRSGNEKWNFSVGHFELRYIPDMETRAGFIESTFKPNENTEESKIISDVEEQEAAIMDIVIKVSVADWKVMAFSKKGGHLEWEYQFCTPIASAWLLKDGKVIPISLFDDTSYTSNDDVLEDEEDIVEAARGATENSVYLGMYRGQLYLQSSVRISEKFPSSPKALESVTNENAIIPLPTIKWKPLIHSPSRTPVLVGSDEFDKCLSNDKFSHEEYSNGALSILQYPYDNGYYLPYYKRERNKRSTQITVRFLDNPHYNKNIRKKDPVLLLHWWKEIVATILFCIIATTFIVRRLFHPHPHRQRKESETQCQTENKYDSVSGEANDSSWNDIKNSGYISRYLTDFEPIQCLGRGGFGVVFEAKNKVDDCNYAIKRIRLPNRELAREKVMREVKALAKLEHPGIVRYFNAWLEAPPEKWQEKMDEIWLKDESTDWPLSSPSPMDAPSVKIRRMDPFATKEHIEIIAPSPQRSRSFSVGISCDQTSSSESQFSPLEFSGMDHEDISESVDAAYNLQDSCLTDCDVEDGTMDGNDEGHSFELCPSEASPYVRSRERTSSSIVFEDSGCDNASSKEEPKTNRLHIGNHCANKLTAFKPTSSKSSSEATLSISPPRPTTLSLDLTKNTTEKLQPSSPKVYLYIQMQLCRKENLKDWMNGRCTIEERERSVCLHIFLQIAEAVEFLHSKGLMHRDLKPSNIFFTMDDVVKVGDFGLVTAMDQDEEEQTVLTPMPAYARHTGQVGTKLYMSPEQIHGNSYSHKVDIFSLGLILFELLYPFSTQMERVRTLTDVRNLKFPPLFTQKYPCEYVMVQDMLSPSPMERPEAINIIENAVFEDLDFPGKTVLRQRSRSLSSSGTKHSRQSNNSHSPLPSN
* = called active by the depositor; i = inactive; . = not tested or not shown; [ ] = remark or other dose.

SMILES,Cl transport mod,L929 necroptosis,m-calpain inh,eIF4E 4G PPI,Mdm2 ligase inh,Rad51 HR inh,TNF necrop inh,EBV gp42 inh,PERK inhibitor
CN(C)c1ccc(-c2nnc(SCC3CCCO3)n2C)cc1 (centres undefined),-1.7,49,-29,9,-3,0,1.3,-6,1.1
COc1cc(/C=C(\C#N)c2ccccn2)ccc1OCc1ccc(Cl)cc1,-0.44,0.3,-2,0,-10,-2,3.9,-24,-0.2
CC(=O)NC1=NN(C(C)=O)C(C)(c2ccc(Br)cc2)S1 (centres undefined),0.43,0.8,-5,-4,2,6,-3.3,7,0.3
CC1Cc2nc(SCC(=O)OCc3ccccc3)n(C)c(=O)c2S1 (centres undefined),-2.6,-0.2,25,7,-30,4,1.2,-1,1.1
CCOC(=O)CNC(=S)n1ncnc1N,0.12,-0.2,8,0,-19,-14,0.5,-16,1.3
COc1ccc(-c2nc(N/N=C(\C)c3ccc(O)cc3)c3ccccc3n2)cc1,-0.55,0.1,2,4,-25,-4,-16,-12,-0.4
C=CCNC(=O)c1c(C(F)(F)F)nn(C)c1Cl,-0.23,3.5,-15,0,-2,2,-2.8,7,-0.2
CC(=O)N1CCN=C1SCc1c(F)cccc1Cl,0.45,13,-9,-5,-10,-2,2.9,-7,0.0
COc1ccc(Cl)cc1NC(=O)CN(C)CC(=O)Nc1ccc(C)cc1Br,0.034,1.1,-3,-1,-4,3,-0.2,-9,-1.0
CCOC(=O)N1CCN(C(=O)c2oc3ccc(S(=O)(=O)N4CCCCC4)cc3c2C)CC1,0.13,0.4,17,-3,-8,3,-0.6,-12,-1.0
CCOC(=O)CSc1nc2ccsc2c(=O)n1C1CCN(C(=O)OCC)CC1,-2,-0.5,-8,-5,-8,5,-0.6,-7,-0.1
COc1ccc(-c2nn(-c3ccccc3)cc2CNCc2cccnc2)c(F)c1,5.8e-05,-0.2,-59,3,9,1,3.1,-14,0.4
CN1C2CCC1CC(OC(c1ccccc1)c1ccccc1)C2 (centres undefined),0.34,0.8,4,-12,.,28,-0.2,-5,0.3
COC(=O)c1[nH]c2cccc(Cl)c2c1NC(=O)CN1CCN(CCO)CC1,.,0.1,-60,-14,-5,0,0.0,-23,1.9
COc1ccccc1Nc1nccc(N(C)C)c1C#N,0.069,-0.5,30,-1,-16,.,0.3,1,-0.1
Cc1onc(-c2ccccc2)c1C(=O)Nc1nnc(COc2ccc(Cl)cc2)s1,-0.011,0.8,-65,22,-7,.,-0.9,-14,0.3
Cc1cc(C)n(-c2ncc3c(n2)N(CCO)CCOC3=O)n1,0.96,1.7,18,2,-18,-16,1.8,-12,1.0
Nc1c2c(nc3ccn(-c4ccccc4)c(=O)c13)CCCCC2,0.36,-0.1,-28,0,-9,0,2.3,-18,-1.6
Cc1c(NC(=O)C(C)OC(=O)[C@@H](NC(=O)c2ccccc2)C(C)C)c(=O)n(-c2ccccc2)n1C (some centres undefined),-0.048,0.0,-1,6[fluorescence artefact?],-3,2,-0.9,-1,1.0
O=C(CSc1ccc2c(c1)OCCO2)NCCN1C(=O)CSC1=O,0.044,0.1,-16,2,4,3,-1.6,-11,-0.1
O=C(O)c1ccc(CNC(=S)Nc2ccccc2)cc1,0.31,1.1,3,1,2,21,-1.5,5,1.8
COc1ccc(OCc2nnc(SCC(=O)O)n2N)cc1,.,2.0,0,-2,-11,8,0.9,-13,1.4
CC(C)c1nnc(SCC(=O)N2CCc3ccccc32)n1C,0.93,0.0,-15,1,-11,-8,-1.3,-11,-1.4
O=C(OCc1ccccc1)C1=[N+]([O-])OC(C(=O)OCc2ccccc2)C1c1c[nH]c2ccccc12 (centres undefined),-2.6,0.0,-84,-12,-5,1,-4.6,-5,-1.1
CCc1cc(=O)oc2c(C)c(OCC(=O)N3CCCc4ccccc43)ccc12,.,-0.5,30,-1,-12,-7,-1.6,-15,-1.8

Further records:
SMILES,Cl transport mod,L929 necroptosis,m-calpain inh,eIF4E 4G PPI,Mdm2 ligase inh,Rad51 HR inh,TNF necrop inh,EBV gp42 inh,PERK inhibitor
CCN(CC)CCCNC(=O)C1CCN(c2ncnc3c2sc2cccc(F)c23)CC1,-3.9,0.3,-17,-1,0,.,1.7,2,-0.2
CCOC(=O)c1c(NC(C)=O)sc2c(OCC(O)CNC(C)(C)C)c(Br)ccc12 (centres undefined),1.5,-5.4,-203,5,-1,14,-14,2,-1.4
CC1CCCCN1C(=O)/C(=C\c1ccccc1)c1ccccc1 (centres undefined),-0.56,-0.1,-13,2,-15,-5,-4.3,-6,-0.8
COc1ccc(C2C([N+](=O)[O-])=C(C)N(C)C(=O)N2C)cc1OC (centres undefined),0.2,-0.8,-5,-2,1,-3,3.2,-21,0.3
CC(C)(C)NC(=O)NCc1cccnc1,0.17,0.7,-11,-1,3,14,3.9,-14,1.4
O=C(O)c1cc(=O)[nH]c2c(Cl)cccc12,0.29,20,-58,3,-1,-8,0.7,-4,0.3
CCN(CC)c1ccc(/C=N/NC(=O)CN2CCCc3ccccc32)cc1,-1.9,16,-67,-1[fluorescence artefact?],.,.,1.8,-12,-0.2
Cc1ccc2nc(-c3ccc(NC(=O)CSc4nc(N)cc(=O)[nH]4)cc3)sc2c1,-0.2,-0.4,-212,10,.,7,0.2,-26,1.7
COc1cc(C(=O)Nc2c(C)cc(C)cc2C)c(-n2cnnn2)cc1OC,0.74,1.5,-46,-24[fluorescence artefact?],-9,-7,0.6,-16,0.0
CCOC(=O)N1CCN(C(=O)CSc2nnc(COc3ccc(Cl)cc3)o2)CC1,-0.24,-0.7,-11,3[fluorescence artefact?],-1,-2,-0.1,-14,-0.5
O=C(Cc1ccc(Cl)cc1)NNC(=S)NC(=O)c1cccs1,29*,1.4,-15,0,-1,-6,2.8,-9,-0.2
CC(C)CCNCC(=O)NC(c1ccccc1)c1ccccc1,-0.77,-0.7,-20,0,-14,26,2.4,-18,0.9
Cn1nnc2cc(C(=O)NC3CCCCC3)ccc21,.,0.6,-9,-1,-6,0,0.5,4,0.0
O=C(CCc1ccccc1)NCc1ccccn1,1.7,-0.9,-9,4,-5,-8,0.2,-30,-0.5
O=C(NC(=S)Nc1ccc(S(=O)(=O)N2CCOCC2)cc1)c1ccccc1[N+](=O)[O-],1,1.9,21,0,-8,10,-0.8,-32,1.4
COc1ccc(NC(=O)c2noc3c2CCC3)cc1,.,-0.9,-65,12,-57,-9,0.5,31,-0.8
COc1ccc(/C=C(/C#N)C(=O)Nc2cccnc2)cc1OC,-1.8,.,-6,6,0,21,-0.3,-10,0.5
COc1ccc(N2C(=O)CSC23C(=O)Nc2ccccc23)cc1 (centres undefined),-1.5,-0.3,-14,-3,0,2,-0.3,-7,0.7
CC(C)CCc1noc(CN2CCN(c3ccc(Cl)cn3)CC2)n1,0.0056,0.6,5,3,8,-7,0.1,-10,0.3
COc1cc(/C=C2/C(=N)N3C(c4ccccc4)=CSC3=NC2=O)ccc1OCC(=O)O,-0.4,-0.2,-9,4,0,.,6.7,-14,2.1
Cc1ccc(CNC(=O)c2cc3c(C)nc4ccccc4c3o2)cc1,-0.13,1.2,-59,0,-13,0,-4.2,1,-1.5
O=C(CSc1nnc(-c2cnccn2)n1Cc1ccco1)c1ccc(Cl)c(Cl)c1,0.068,0.0,-41,1,-9,2,0.6,-4,-0.1
CC(C)C1OC(c2cccc(NC(=O)c3cccs3)c2)OCC1(C)C (centres undefined),0.31,7.5,16,0,-10,7,2.8,-12,-0.2
O=C(c1cccc(S(=O)(=O)NCc2ccccc2)c1)N1CCN(Cc2ccccc2)CC1,-2.7*,0.4,-20,-2[fluorescence artefact?],-20,2,-0.4,0,-0.7
O=C(NNC(=O)c1sccc1-n1cccc1)c1ccc(Cl)cc1,15*,0.2,-2,-6,-7,-8,-2.8,-6,-0.5

New compounds follow.
SMILES,Cl transport mod,L929 necroptosis,m-calpain inh,eIF4E 4G PPI,Mdm2 ligase inh,Rad51 HR inh,TNF necrop inh,EBV gp42 inh,PERK inhibitor
Cn1cc(Br)c(NC(=O)/C=C/C(=O)O)n1,-0.55,-0.8,-7,10,-6,11,-20,-24,1.5
COc1ccc(NC(=O)CSc2nnc(N)s2)c([N+](=O)[O-])c1,0.42,0.3,4,-1,-9,5,-0.6,5,-0.1
COc1cc(-c2nnc(SCC(=O)c3cc(C)n(CC4CCCO4)c3C)o2)cc(OC)c1OC (centres undefined),-0.00073,0.1,-19,2,-11,-7,-4.3,-3,-0.6
C/C(=N\N=C1\NC(=O)C(Cc2ccccc2)S1)c1ccccc1 (centres undefined),1,20,-54,0,-3,15,1.0,2,0.8
CC(NC(=O)c1cc(Br)ccc1Br)c1ccccc1 (centres undefined),.,2.7,-15,-2,4,5,29,16,0.4
O=c1c2ccccc2nc(/C=C/c2cccc([N+](=O)[O-])c2)n1CCCO,-0.25,0.5,.,.,.,-3,-6.8,.,0.7
CCCCNc1nc2c(c(=O)[nH]c(=O)n2C)n1CCOc1ccccc1,.,-0.5,-22,-4,4,7,-6.4,-1,0.1
Cc1ccc(C(=O)NNC(=O)CSc2nc(N)cc(N)n2)cc1,0.21,0.8,1,2,0,.,1.8,-5,1.1
Cc1ccc(C(=O)NC(=S)Nc2ccc3[nH]c(=O)[nH]c3c2)cc1C,1.5,1.3,26,6,.,.,1.1,-5,0.1
c1ccc(-c2ccccc2OCCCN2CCCC2)cc1,1.3,-0.8,8,-4,-15,16,2.4,3,-0.6
CC(=O)N=C(N)Sc1nc2ccccc2[nH]1,-0.81,0.0,6,0,-4,-4,-2.1,-6,0.7
CCOC(=O)CSc1nc2c(sc(=S)n2-c2ccc(OCC)cc2)c(=O)[nH]1,-3.9,3.5,-54,-1,-14,7,-0.6,-17,1.8
CN(C)/C=N/c1nc2nccc(-c3ccc(F)cc3)n2n1,0.19,0.8,i,10,2,9,0.6,-6,1.5
COC(=O)c1cc(C#N)c(OC)nc1C,.,0.4,-16,-6,-4,0,0.5,-10,0.3
O=C(CO/N=C/c1ccc2c(c1)OCO2)Nc1cccc(Br)c1,-0.43,-0.1,23,7,-9,1,1.7,-48,0.6
CC1(C)NC(=O)N(CC(O)COC2CCCCC2)C1=O (centres undefined),0,-0.6,9,-3,-1,.,0.0,-1,1.3
